# TRPC4 inh: blocks the mouse TRPC4 cation channel | HEK293 TRPC4beta/mu-opioid, DAMGO-evoked Fluo4 calcium flux; stronger effect = lower value | Q9QUQ5 | 300,000 tested, 0.39% active | B-score at 10 µM;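 active = B-score over 3 SD under the library average, no early fluorescence shift, positive overall ratio signal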
# Target sequence (Q9QUQ5 whole entry, looked up): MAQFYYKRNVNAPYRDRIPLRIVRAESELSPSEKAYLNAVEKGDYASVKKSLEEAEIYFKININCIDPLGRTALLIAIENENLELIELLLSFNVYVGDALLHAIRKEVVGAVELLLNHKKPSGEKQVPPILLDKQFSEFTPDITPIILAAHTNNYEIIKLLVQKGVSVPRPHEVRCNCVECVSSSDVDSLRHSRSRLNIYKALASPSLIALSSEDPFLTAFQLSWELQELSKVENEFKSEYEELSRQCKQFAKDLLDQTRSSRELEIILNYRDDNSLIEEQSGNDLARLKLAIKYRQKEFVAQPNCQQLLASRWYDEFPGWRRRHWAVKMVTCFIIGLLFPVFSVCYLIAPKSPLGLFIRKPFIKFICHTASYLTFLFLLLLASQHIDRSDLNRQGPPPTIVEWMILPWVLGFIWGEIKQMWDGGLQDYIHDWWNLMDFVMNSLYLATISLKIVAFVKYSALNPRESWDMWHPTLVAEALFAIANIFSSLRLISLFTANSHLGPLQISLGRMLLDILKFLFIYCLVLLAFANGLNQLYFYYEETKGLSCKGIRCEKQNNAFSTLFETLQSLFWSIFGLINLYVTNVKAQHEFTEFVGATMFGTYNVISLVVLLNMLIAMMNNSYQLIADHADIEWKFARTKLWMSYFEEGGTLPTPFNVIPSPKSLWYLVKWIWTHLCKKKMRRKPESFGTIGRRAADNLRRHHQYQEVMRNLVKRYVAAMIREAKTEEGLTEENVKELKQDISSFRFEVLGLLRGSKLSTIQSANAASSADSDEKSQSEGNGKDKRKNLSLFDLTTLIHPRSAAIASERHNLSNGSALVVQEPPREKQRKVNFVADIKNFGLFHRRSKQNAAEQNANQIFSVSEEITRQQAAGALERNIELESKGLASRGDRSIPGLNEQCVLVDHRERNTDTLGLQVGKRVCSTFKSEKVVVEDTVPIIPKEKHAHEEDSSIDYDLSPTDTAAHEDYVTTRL
#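 Assay system: Stable TRPC4beta/mu-opioid receptor HEK293 cells | Reagent: DAMGO in two steps, submaximal then maximal | Compound dosing: Single concentration per test compound | Signal: Fluo4 Ca2+ flux fluorescence | Evaluation: Per-well B score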
# TRPC6 inh: inhibitors of mouse TRPC6 channel; Q61143; HEK293-TRPC6, membrane potential dye, ACh-evoked depolarization; stronger effect = lower value; B-score at 10 µM; 310,000 tested, 1.1% active; AID 2553;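 active = B-score under library mean minus 3 SD, initial fluorescence not abnormally high, positive integrated signal ratio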;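 also: B-score derived from integrated fluorescence ratio over the kinetic read; more negative B-score means stronger inhibition of depolarization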
# MrgX1 agonist: human MrgX1 receptor agonism, primary screen. AID 588627. B-score at 10 µM. MrgX1-HEK293 cells, Fluo-4 calcium fluorescence, agonist mode; stronger effect = higher value. 310,000 tested, 0.44% active. Q96LB2;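 active = calcium response B-score plate-corrected fluorescence ratio at least 3 library SD, with starting fluorescence B-score inside 5 SD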
#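 Test system: Stable human MrgX1 HEK293 cell line | Schedule: Overnight plating before 1 h dye loading | Read-out basis: Baseline-normalised fluorescence change ratio, B-scored | Detection: Kinetic calcium dye fluorescence, Fluo-4 NW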
# HIF activator: HIF pathway transcriptional activation | 300,000 tested, 0.32% active | activation, % at 7.5 µM (by protocol) | U2OS HRE-luciferase reporter, luminescence; normalized: DMSO 0%, desferrioxamine 100%;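 active = mean activation of at least 10% of the iron chelator positive control signal, with at least half of replicates also reaching 10%; inconclusive = mean and replicate majority disagree about reaching 10%; inactive = mean and most replicates under 10%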
# MrgX1 allo act: allosterically activates human MrgX1 receptor signaling; Q96LB2; MrgX1-HEK293, Fluo-4 calcium flux, FDSS; stronger effect = higher value; B-score at 10 µM; 310,000 tested, 0.63% active;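 active = plate-corrected calcium response at least 3 library SD above typical, normal starting fluorescence, not activating the receptor alone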;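 also: compound read alongside a low EC10 to EC30 dose of BAM8-22 agonist; peak minus trough fluorescence over baseline measured at the second addition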
# SKKanGAS inh: blocks kanamycin growth of S. pyogenes SKKanGAS strain | inhibition, % at 7.5 µM | BacTiter-Glo, 6 h | 300,000 tested, 1.3% active;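 active = mean replicate score, as percent of positive control median, at least 50; inconclusive = mean below 50 but one replicate at or above 50; inactive = mean and every replicate below 50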;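 also: strain carries kanamycin resistance gene driven by streptokinase promoter and grows in 40 µg/ml kanamycin; loss of luminescence reflects streptokinase promoter inhibition or plain growth inhibition; 0% = median of DMSO wells and 100% = positive control at its reference dose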
# RGS4 inh: inhibitors of human RGS4; AID 463165; 310,000 tested, 0.45% active; P49798; B-score at 10 µM; HEK293 M3R/RGS4 inducible, Fluo-4 calcium flux; stronger effect = higher value; triggered by carbachol at its EC20;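 active = B-score, a plate-corrected calcium signal, over three deviations above library mean, with baseline fluorescence within five deviations of library mean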;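 also: RGS4 expression induced by doxycycline in cells with stable M3 receptor; B-score is computed from the integrated fluorescence ratio over baseline after carbachol; higher B-score means a larger calcium signal and so more RGS4 inhibition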
# MrgX1 antag: human MrgX1 receptor antagonism, primary screen. Q96LB2. MRGX1-HEK293 calcium flux, Fluo-4, BAM8-22 antagonism; stronger effect = lower value. B-score at 10 µM. 310,000 tested, 1.3% active. AID 588676;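 active = calcium-response B-score plate-corrected more than 3 library SD below zero, starting fluorescence within 5 deviations, no agonist response on first addition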;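 also: peak minus trough fluorescence over baseline after final BAM8-22 challenge near maximal dose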
# Platelet DG rel: platelet dense granule release activity; human platelet-rich plasma, SFLLRN dense granule ATP release, luminescence; inhibition, %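 (compounds screened at 7.5 µM in platelet-rich plasma)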; 300,000 tested, 0.22% active; AID 1663;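 active = mean replicate score, as percent of positive control, at or above 50; inconclusive = mean below 50 but at least one replicate at or above 50; inactive = mean and every replicate below 50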
# RGS4 pot: potentiators or activators of RGS4; 310,000 tested, 0.92% active; AID 463111; B-score at 10 µM; HEK293 M3R/inducible RGS4, carbachol calcium flux Fluo4; stronger effect = lower value;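 active = B-score of the integrated calcium signal more than 4 SD below the library mean, with starting fluorescence not abnormally high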;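 also: negative B-score means reduced calcium response which marks RGS4 activation or potentiation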
#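 Detection: kinetic calcium fluorescence imaging with Fluo4-AM dye, 2 µM / Material: HEK293 cells with stable M3R and inducible RGS4 / Schedule: recording 10 s baseline at 1 Hz, 100 s post-agonist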
# TRPC6 activator: activators of mouse TRPC6 channel | HEK293-TRPC6 membrane potential dye fluorescence; stronger effect = higher value | B-score at 10 µM | 310,000 tested, 0.13% active | AID 2550;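 active = B-score of the integrated fluorescence ratio above library mean plus 3 SD, and starting fluorescence ratio within library mean plus 5 SD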;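 also: higher score means more depolarization so channel activation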
# An asterisk follows results filed as active; i = inactive; ? = inconclusive; . = not tested or not shown.
SMILES,TRPC4 inh,TRPC6 inh,MrgX1 agonist,HIF activator,MrgX1 allo act,SKKanGAS inh,RGS4 inh,MrgX1 antag,Platelet DG rel,RGS4 pot,TRPC6 activator
CCOc1ccccc1NC(=O)C(OC(=O)c1ccccc1O)c1ccccc1 (centres undefined),i,i,i,0.7,i,-2.0,i,i,0.1,i,i
Cc1ccc(C(=O)N/C(=C\c2cccs2)C(=O)NCCc2ccccn2)cc1C,i,i,i,0.2,i,-3.5,i,i,2.5,i,i
Cc1ccc(OCC(=O)Nc2ccc(N3CCCC3)cc2)cc1C,i,i,i,-0.1,i,-2.2,i,i,12.1,i,i
CC(C(=O)N1CCCc2ccccc21)N1CCN(c2ccccn2)CC1 (centres undefined),i,i,i,1.1,i,-1.2,i,i,-0.7,i,i
COc1ccc(CCNC(=O)COC(=O)C23CC4CC(CC(C4)C2)C3)cc1,i,i,i,-0.3,i,-8.2,i,i,-4.5,i,i
CCn1c(SC(C)C)nnc1-c1cc(-c2ccccc2)sc1N,i,i,i,2.3,i,31.4,i,i,0.7,i,i
CSc1ccc(CN2CCCC(N3CCN(c4ccccc4)CC3)C2)cc1 (centres undefined),i,i,i,0.1,i,2.0,i,i,-1.7,i,i
COc1ccccc1NC(=S)Nc1cccc2cnccc12,i,i,i,0.1,i,-2.2,i,i,-6.8,i,i
COC(=O)CSc1nnc(-c2ccc(S(=O)(=O)N3CCCC3)cc2)n1C,i,i,i,-0.4,i,-5.5,i,i,3.2,i,i
CCN(C(=O)CSc1nnc(Cn2nnc3ccccc32)o1)c1nc(C)cs1,i,i,i,2.1,i,-2.4,i,i,2.9,i,i
COCC(=O)Nc1ccc2nc3n(c(=O)c2c1)CCCCC3,i,i,i,-0.1,i,1.6,i,i,4.2,i,i
Cc1ccccc1NC(=O)CC1(c2ccc(N(C)C)cc2)C(=O)c2ccccc2C1=O,i,i,i,-0.6,i,-5.3,i,i,6.9,i,i
CC(=O)Nc1ccc(S(=O)(=O)NC(CC(=O)N(C)Cc2ccccc2)C(C)C)cc1 (centres undefined),i,i,i,-0.7,i,-1.9,i,i,-2.0,i,i
CCc1ccc(CN(C)C(=O)c2cc(S(=O)(=O)N3CCN(CC)CC3)ccc2Cl)cc1,i,i,i,-25.4,i,2.1,i,i,-1.4,i,i
CC(=O)Nc1ccc(OC(=O)COc2ccc(Br)cc2)cc1,i,i,i,-0.7,i,13.7,i,-4.53*,-0.5,i,i
COc1ccc(NC2CCCN(C(=O)c3ccc4[nH]c(C)c(C)c4c3)C2)cc1OC (centres undefined),i,i,i,1.4,i,-12.5,i,i,-13.9,i,i
O=S(=O)(Cc1ccccc1)Nc1ccc(S(=O)(=O)N2CCCC2)cc1,i,i,i,-0.1,i,2.6,i,i,-4.3,i,i
CCCNC(=O)COC(=O)/C=C/c1cccc(F)c1,i,i,i,-0.1,i,-4.4,i,i,0.2,i,i
CNC(=O)C1CC(=O)N(CCc2ccccc2)C(=Nc2ccc(OC)cc2)S1 (centres undefined),i,i,i,0.2,i,-7.0,i,i,6.8,i,i
C/C(=N\NC(=S)NC(C)C)c1ccc(Cl)s1,i,i,i,0.5,i,-6.1,i,i,-9.6,i,i
Fc1nc(N2CCCC2)c(F)c(Oc2ccccc2Oc2c(F)c(F)nc(N3CCCC3)c2F)c1F,i,i,i,-0.6,i,-2.6,i,i,4.8,i,i
CCOC(=O)N=Nc1c2ccccc2c2nc3no[nH]c3nc12,i,i,.,-3.2,.,9.4,i,.,0.5,i,i
CCOC(=O)C1CCN(C2CCN(Cc3nc(-c4ccccc4)no3)CC2)CC1,i,i,i,-0.4,i,-12.8,i,i,0.8,i,i
Cc1ccc(C(=O)Nc2ccccc2C(=O)NC(Cc2c[nH]c3ccccc23)C(=O)O)cc1 (centres undefined),i,i,i,0.4,i,9.2,i,i,3.6,i,i
CCN(CC)CCCNc1nc(-c2ccccc2)nc2ccccc12,i,-8.82*,i,0.2,i,1.3,i,i,10.9,i,i
CCN(CC)CCNC(C(=O)Nc1cccc(C(C)=O)c1)c1ccccc1 (centres undefined),i,-6.76*,i,-0.1,i,-1.7,i,-5*,6.3,-13.3*,i
COc1ccc(CN2CCN(Cc3csc(C(C)=O)c3)CC2CCO)c(C)c1C (centres undefined),i,i,i,-0.3,i,-0.6,i,i,-0.7,i,i
Cc1cccc(SCc2noc(C(=O)NCC3CCCO3)c2C(=O)O)c1 (centres undefined),i,i,i,-4.3,i,4.7,i,i,-0.5,i,i
O=C(C[n+]1cccc(NC(=O)c2ccccc2)c1)c1cccc([N+](=O)[O-])c1,i,i,i,-0.1,i,3.6,i,i,14.2,i,i
CCOC(=O)C1CCCN(C(=O)CCCn2nnnc2CN2CCC(C)CC2)C1 (centres undefined),i,i,i,0.0,i,10.8,i,i,-0.9,i,i
O=C1CC(C(=O)N2CCN(c3ccccn3)CC2)CN1Cc1ccccc1Cl (centres undefined),i,i,i,0.0,i,41.3,i,i,11.9,i,i
Cc1c(C)n(CCCN(C)C)c2ncnc(Nc3ccccc3)c12,i,i,i,-0.2,i,-1.0,i,i,-1.9,i,i
Cc1ccc(N2C(=O)N(CC(=O)N3CCOCC3)C(=O)C2C)cc1 (centres undefined),i,i,i,-0.3,i,0.7,i,i,4.5,i,i
O=c1[nH]c(C2CCCN(S(=O)(=O)c3ccccc3)C2)nc2c1nnn2Cc1ccccc1Br (centres undefined),i,i,i,-0.2,i,18.1,i,i,-6.2,i,i
CCN(CC)S(=O)(=O)c1cc(NC(=O)[C@@H](NC(N)=O)C(C)C)ccc1C,i,i,i,0.1,i,-4.2,i,i,9.9,i,i
O=C(NC(Cc1ccccc1)C(=O)O)c1ccco1 (centres undefined),i,i,i,-0.1,i,-5.2,i,i,-2.5,i,i
CCOCCCn1c(SCC(=O)Nc2cccc(S(=O)(=O)NC3=NCCCCC3)c2)nc2ccccc2c1=O,i,i,i,0.2,i,0.8,i,i,3.1,i,i
CCOc1ccc(S(=O)(=O)N2CCCC(C(=O)Nc3ccccc3)C2)cc1 (centres undefined),i,i,i,-0.3,i,4.1,i,i,14.5,i,i
O=Cc1ccc(-c2ccc(Cl)cc2Cl)[nH]1,i,i,i,0.3,i,-1.9,i,i,-0.5,i,i
O=C(NNC(=O)c1cccnc1)Nc1cccc(Cl)c1Cl,i,i,i,-31.8,i,-12.9,i,i,-5.1,i,i
O=C(O)CCSc1nnc(COc2ccc(Cl)cc2)n1-c1ccccc1,i,i,i,0.7,i,-1.1,i,i,-3.1,i,i
C=CCn1c(C#N)c(N)sc1=N,i,i,i,0.1,i,-3.9,i,i,12.6,i,i
Cc1ccc(NC(=O)C2CCCN2c2nn3c(=O)cc(C)nc3s2)cc1 (centres undefined),i,i,i,0.2,i,1.1,i,i,-6.1,i,i
CC(C)[C@H](NC(=O)C1CCN(S(=O)(=O)c2ccccc2)CC1)C(=O)NCc1ccccc1,i,i,i,-0.6,i,-1.8,i,i,-4.3,i,i
CC1CC(=S)Nc2ccccc2S1 (centres undefined),i,i,i,-0.2,i,2.8,i,i,1.3,i,i
C=CCSc1nc2c(c(=O)[nH]c(=O)n2C)n1Cc1ccc(C)cc1,i,i,i,0.4,i,-3.3,i,i,-0.2,i,i
O=C(Nc1ccc(N2CCN(c3ncccc3C(F)(F)F)CC2)nc1)c1cccs1,i,i,i,-0.2,i,5.1,i,i,-5.4,-7.77*,i
CCOc1ccccc1OCC(=O)OCC(=O)Nc1ncc(Cl)cc1Cl,i,i,i,0.2,i,0.6,i,i,-2.7,i,i
COc1ccc(CCNC(=O)C2CCN(S(=O)(=O)c3ccc(C)cc3)CC2)cc1OC,i,i,i,1.0,i,-1.1,i,i,-8.0,i,i
Cc1ccccc1/C=N/Nc1ccnc2cc(Cl)ccc12,i,i,i,-0.6,i,-28.1,i,i,7.6,i,i
CS(=O)(=O)N(Cc1ccc(Cl)cc1)c1ccc(C(=O)NCCSc2ccccn2)cc1,i,i,i,4.8,i,-0.9,i,i,0.3,i,i
O=C(CSCc1ccc(Cl)cc1)c1ccco1,i,i,i,0.4,i,6.9,i,i,0.4,i,i
Cn1c(=O)oc2cc(S(=O)(=O)Nc3cccc([N+](=O)[O-])c3)ccc21,i,i,i,0.3,i,-0.4,i,i,0.5,i,i
C=CC(C)(C)c1[nH]cnc1/C=C1\NC(=O)C(C(C)C)NC1=O (centres undefined),i,i,i,1.4,i,3.3,i,i,-4.4,i,i
O=C(Nc1ccc(N2CCOCC2)cc1)c1ccc2nc(-c3ccco3)c(-c3ccco3)nc2c1,i,i,i,0.2,i,-3.8,i,i,9.3,i,i
Cc1ccccc1OCC(=O)Nc1ccc(N2CCN(C)CC2)c(Cl)c1,i,i,i,?,i,-9.0,i,i,6.9,-7.91*,i
COC(=O)C1CN(C(=O)C(C)Oc2ccc(C(C)C)cc2)c2ccccc2O1 (centres undefined),i,i,i,-0.9,i,5.7,i,i,-0.4,i,i
O=C(C1=C[C@@H](c2csc3ccccc23)C[C@@H](OCc2ccc(CO)cc2)O1)N1CCOCC1,i,i,i,-2.1,i,9.4,i,i,-1.1,i,i
Cc1cc(C)n(CCC(=O)N=Nc2c(O)[nH]c3ccccc23)n1,i,i,i,0.5,i,-0.6,i,i,-3.4,i,i
O=C(COc1ccc2c3c(c(=O)oc2c1)CCC3)NCc1cccnc1,i,i,i,0.2,i,-2.8,i,i,-0.9,i,i
NNC(=O)c1csc(-c2ccc(C(F)(F)F)cc2Cl)n1,i,i,i,-0.1,i,1.6,i,i,1.6,i,i
Clc1ccc(-c2cnc3n2CCCCC3)cc1,i,i,i,0.7,i,17.3,i,i,-8.2,i,i
COCCNC(=O)COc1ccc(C)cc1C(=O)c1cc(C#N)c(=O)n(C2CC2)c1,i,i,i,0.5,i,-8.4,i,i,25.1,i,i
